# Assay outcomes deposited in PubChem BioAssay by several laboratories.
# PKA-R1A act: activators of PKA-R1A holoenzyme, primary screen, biochemical, fluorescence polarization, Cy5-IP20, bovine R1A, mouse PKAc | activation, % at 11.4 µM | PKA-R1A dissociation; scaled: DMSO 0%, 113 µM cGMP 100% | 340,000 tested, 0.083% active;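 active = percent activation above the mean of all tested compounds plus 3 SD, cut at about 19% in these data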;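 note: higher means more PKAc released from R1A so a rise in polarization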
# PfHsp90 yeast 2: growth inhibition of PfHsp90-expressing yeast, primary screen, antimalarial PfHsp90 inhibitor project, S. cerevisiae, BacTiter-Glo luminescence, single point, set 2; AID 504621, 2011; 310,000 tested, 0.32% active; inhibition, % at 9.4 µM; BacTiter-Glo ATP, 48 h; yeast lacking PDR1 and PDR3 efflux regulators;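 active = every replicate shows inhibition above about 80%, whatever the replicate mean, limit read from the data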;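 note: 0% = DMSO neutral controls and 100% = 20 µM radicicol positive controls; yeast relying on Plasmodium falciparum Hsp90 in place of its own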
# AddAB inh: growth inhibition of E. coli expressing H. pylori AddAB, primary screen, AddAB inhibitor project, absorbance | inhibition, % at 11.9 µM | AID 435030, 2010 | 330,000 tested, 0.29% active; in the data active = inhibition above about 12%;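 note: 0% = vehicle wells of infected cells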
# Ecoli viability: E. coli V3065 growth inhibition, primary screen, counter-screen for AddAB inhibitor project, absorbance, OD600 | 330,000 tested, 0.27% active | AID 449728, 2010 | 18 h | inhibition, % at 11.9 µM;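 active = inhibition above the campaign's mean inhibition across all tested compounds plus 3 SD, cut at about 9.9% in these data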;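 note: uninfected addAB+ strain grown without phage in ampicillin broth; 0% = DMSO wells and 100% = ciprofloxacin 0.95 µg/ml wells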
# Mot1-301 SUMO: yeast Mot1-301 growth rescue at high temperature, primary screen, SUMOylation pathway inhibitor project, S. cerevisiae, ATP luminescence, 38.5C. growth rescue, % at 18.8 µM. 320,000 tested, 1% active. S. cerevisiae Mot1-301 growth rescue; percent above DMSO median, 100 means doubled. AID 2716, 2010;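 active = every valid replicate shows activation above 250% relative to neutral control wells; inactive = the rest, any valid replicate at or below 250%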;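 note: OY570 slx delta 5 strain wells were the positive control but not used for scaling; some compounds called inactive have numbers as strong as hits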
# OPRM1-OPRD1 ag: agonists of OPRM1-OPRD1 heterodimerization, primary screen, cell-based, luminescence; cells; activation, % at 9.3 µM; 340,000 tested, 0.3% active; in the data active = activation above about 18%;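 note: 0% = vehicle-treated cells and 100% = reference agonist; values of inactives mirror those of a sister screen read the other way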
# phage Ecoli inh: growth loss of phage-infected E. coli, primary screen, RecBCD inhibitor project, absorbance, with phage, HTS | 360,000 tested, 0.26% active | AID 651602, 2012 | inhibition, % at 11.9 µM; in the data active = inhibition above about 11%
# HTR5A inv ag: HTR5A inverse agonists in luminescence cell assay, primary screen, counter-screen for OPRM1-OPRD1 heterodimer inverse agonist project, full-deck HTS. HTR5A cell line, inverse agonism. 340,000 tested, 0.083% active. 5-hydroxytryptamine receptor 5A (Homo sapiens), P47898. AID 504634, 2011. inhibition, % at 9.3 µM; in the data active = inhibition mostly above about 23%, no sharp cut-off; inactive = mostly below about 18%;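 note: 0% = cells with DMSO and 100% = no-cell wells with DMSO; some compounds called inactive have numbers as strong as hits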
# Pemphigus Ab inh: inhibitors of pemphigus antibody binding to DSG3, primary screen, biochemical, bead-based, flow cytometry, scFv-GFP; DSG3-coupled beads, scFv-anti-DSG3-GFP binding; hits give low values; binding (percent of control), % at 10 µM; 310,000 tested, 0.48% active; AID 588358, 2011;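 active = binding more than 3 SD below its plate's average and above zero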;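 note: hits lower antibody fragment binding to DSG3; some compounds called inactive have numbers as strong as hits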
# Target sequence (P32926 whole entry, looked up, the tested form may be a part): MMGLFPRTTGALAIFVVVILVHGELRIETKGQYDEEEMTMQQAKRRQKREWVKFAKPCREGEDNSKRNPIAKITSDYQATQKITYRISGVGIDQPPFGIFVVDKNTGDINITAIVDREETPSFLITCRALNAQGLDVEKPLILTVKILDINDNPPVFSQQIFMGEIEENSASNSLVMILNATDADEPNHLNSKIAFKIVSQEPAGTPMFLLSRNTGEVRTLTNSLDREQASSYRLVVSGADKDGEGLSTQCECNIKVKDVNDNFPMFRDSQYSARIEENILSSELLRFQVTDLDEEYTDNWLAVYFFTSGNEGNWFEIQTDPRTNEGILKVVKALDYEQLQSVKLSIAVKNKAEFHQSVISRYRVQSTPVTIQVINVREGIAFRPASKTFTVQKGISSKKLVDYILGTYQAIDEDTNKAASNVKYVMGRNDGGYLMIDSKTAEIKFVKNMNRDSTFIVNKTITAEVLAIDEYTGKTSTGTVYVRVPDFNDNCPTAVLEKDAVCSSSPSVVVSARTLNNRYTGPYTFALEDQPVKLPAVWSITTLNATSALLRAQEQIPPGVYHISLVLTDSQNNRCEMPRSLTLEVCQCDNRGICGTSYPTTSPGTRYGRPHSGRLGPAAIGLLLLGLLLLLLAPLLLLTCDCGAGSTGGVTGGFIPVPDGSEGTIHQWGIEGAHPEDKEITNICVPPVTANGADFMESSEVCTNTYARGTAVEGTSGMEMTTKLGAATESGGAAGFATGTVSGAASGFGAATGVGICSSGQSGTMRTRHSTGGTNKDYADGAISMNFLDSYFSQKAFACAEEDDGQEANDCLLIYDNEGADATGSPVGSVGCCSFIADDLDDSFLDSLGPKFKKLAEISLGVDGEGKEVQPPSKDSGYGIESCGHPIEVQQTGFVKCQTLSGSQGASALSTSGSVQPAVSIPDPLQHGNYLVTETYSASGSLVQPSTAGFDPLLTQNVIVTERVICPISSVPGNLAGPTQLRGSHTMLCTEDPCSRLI
# HTR5A ag: HTR5A agonists in luminescence cell assay, primary screen, counter-screen for OPRM1-OPRD1 heterodimer agonist project, full-deck HTS; 5-hydroxytryptamine receptor 5A (Homo sapiens), P47898; cell-based; activation, % at 9.3 µM; 340,000 tested, 0.61% active; in the data active = activation mostly above about 9.5%, no sharp cut-off; inactive = mostly below about 7.6%;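 note: 0% = cells with vehicle only and 100% = reference agonist; strong numbers were not always called active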
# MOR-DOR inv ag: inverse agonists of MOR-DOR heterodimerization, primary screen, cell-based, luminescence; Mu-type opioid receptor (Homo sapiens) + Delta-type opioid receptor (Homo sapiens), …; cell-based MOR-DOR heterodimer luminescence, inverse agonism; 340,000 tested, 0.21% active; inhibition, % at 9.3 µM; in the data active = inhibition above about 22%, passing the limit was not always enough;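 note: 0% = cells with DMSO and 100% = wells without cells with DMSO; values of inactives mirror those of a sister screen read the other way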
# Active calls of the source: *; . = no result given; + = active, no number.
SMILES,PKA-R1A act,PfHsp90 yeast 2,AddAB inh,Ecoli viability,Mot1-301 SUMO,OPRM1-OPRD1 ag,phage Ecoli inh,HTR5A inv ag,Pemphigus Ab inh,HTR5A ag,MOR-DOR inv ag
COc1cc(NC(=O)c2ccc(Cl)cc2)c(OC)cc1NC(=O)CN1CCCCC1,.,-16,2.8,0.4,-6,.,3.2,.,96,.,.
CSc1ccccc1NC(=O)C(C)N1C(=O)c2ccccc2S1(=O)=O (stereo unspecified),2,14,0.9,-0.9,-13,-3.1,1.5,-4,113,1,17
CC1(C)OC(=O)C(=CNc2cccc(C(=O)O)c2)C(=O)O1,-12,-13,3.0,-1.0,.,-1.1,1.2,8,95,2,6
CCOC(=O)N/N=C/c1ccc(OCCSc2ccc(Cl)cc2)c(OC)c1,0,6,1.6,0.9,-12,2.2,2.8,-2,100,1,-13
FC(F)(F)c1nc(Sc2ncccc2C(F)(F)F)n[nH]1,-11,-7,0.2,-1.8,-7,-2.5,2.1,-10,112,3,13
COc1cccc(NC=C2C(=O)OC(C)(C)OC2=O)c1,-7,12,1.4,3.6,-4,-3.1,1.1,10,.,-3,16
CCOCc1nnc(NC(=O)c2cccc(OC)c2)s1,-1,-29,-1.4,0.3,-8,-2.1,1.4,-12,101,2,11
O=C(c1cc(COc2ccc(F)cc2Cl)on1)N1CCCCCCC1,3,5,2.2,0.3,23,4.1,1.8,7,94,0,-22
NC(=O)c1cccn(Cc2ccc(C(F)(F)F)cc2)c1=O,.,-3,-0.3,1.5,-5,.,4.5,.,98,.,.
CCc1ccc2c(c1)c(N=NC1=NC(=O)CS1)c(O)n2C,11,11,-0.7,-0.2,-6,-3.3,1.3,31,105,-11,18
C=CCn1c(SCC(=O)Nc2ccccc2OC)nnc1-c1ccccn1,-14,11,3.0,1.6,418,-2.6,2.2,-15,100,0,13
O=C(CSc1ncn[nH]1)Nc1cccc2ccccc12,-5,6,-0.3,-0.2,13,-2.1,0.9,4,105,-1,12
O=C(C1CC(=O)N(c2ccc(Cl)cc2)C1)N1CCN(Cc2ccc3c(c2)OCO3)CC1 (stereo unspecified),7,6,1.3,-2.7,28,-1.1,1.7,-20,98,7,6
O=C(NCCc1cccs1)c1ccc(Cl)cc1,3,3,0.9,3.7,-4,-1.8,4.0,-4,.,1,9
CCOC(=O)c1sc(N2C(=O)C(O)=C(C(=O)c3ccco3)C2c2ccco2)nc1C (stereo unspecified),-6,26,2.4,0.3,-2,-1.5,0.3,2,94,-1,8
CCC(C)(C)NC(=O)C(c1cccc(OC)c1OC)N(CCOC)C(=O)CCC(=O)Nc1cc(C)on1 (stereo unspecified),2,14,5.2,1.3,29,-2.6,1.4,-11,100,11,16
CC(C)CN1C(=O)c2ccc(NC(=O)c3ccccc3F)cc2C1=O,-9,30,0.0,-0.1,.,-0.4,3.4,10,94,1,2
S=c1[nH]nc(Cc2noc3ccccc23)n1-c1ccccc1,-4,1,4.1,1.1,-22,1.9,2.5,3,.,-5,-9
S=C(Nc1cccc(Cl)c1)N1CCOCC1,10,-3,-0.7,1.0,-1,-0.5,3.1,15,90,2,2
CN(CCc1ccccc1)C1CCCN(S(=O)(=O)CC(F)(F)F)C1 (stereo unspecified),0,10,0.7,-1.1,-12,-2.7,0.1,21,130,-6,13
Cc1ccc(SCC(=O)OCn2nnc3ccccc3c2=O)cc1C,5,14,-0.8,-1.2,-5,0.5,4.0,-26,132,-1,-3
Cc1ccc(S(=O)(=O)NC(=O)N2CCCC2)cc1,1,-21,.,.,.,0.2,2.9,-15,93,4,-1
CCn1c(-c2cc(Br)ccc2O)n[nH]c1=S,-2,8,-1.5,-1.5,-3,-7.2,2.8,-15,124,-7,33
C1=C(CCNCC2CC2)CCCC1,4,6,2.2,-1.0,-3,-2.2,.,4,103,2,11
CCOC(=O)/C(C#N)=N\Nc1cc(Cl)ccc1OC,-4,26,0.6,-1.1,0,-2.4,1.1,13,109,-1,12
NC(=O)c1cc([N+](=O)[O-])ccc1NCc1cccc2ccccc12,11,11,0.6,-1.7,-5,4.5,1.4,-25,93,9,-26
N#CCc1nc2ccccc2c(=O)[nH]1,-2,5,5.0,4.0,1,-3.4,2.8,-13,92,1,18
c1ccc(OCCCc2nc(-c3ccncc3)no2)cc1,8,30,3.6,4.7,29,-0.2,-0.9,6,99,0,1
COc1ccc(S(=O)(=O)NC(N)=NCCc2ccccc2OC)cc1,-7,.,0.4,-1.6,-4,-1.2,2.5,1,80,5,8
O=C(O)/C=C\C(=O)Nc1ccc(N2CCN(c3ccc(Cl)c(Cl)c3)CC2)cc1,-8,16,3.3,0.2,136,12,4.1,-9,104,8,-57
N#Cc1ccc(OCC(=O)N/N=C(\CCC(=O)O)c2cccs2)cc1,5,16,-1.0,0.4,2,-1.6,1.8,6,83,-2,7
CN1CCN(c2ccc(Cl)cc2NC(=O)c2ccc(S(=O)(=O)N3CCCCCC3)cc2)CC1,-1,3,0.8,-0.7,-2,2.1,2.3,-3,.,2,-13
C=CCc1ccc(OCCCNCc2ccccc2)c(OC)c1,-2,2,0.5,-0.5,5,-1.9,-3.2,8,109,-2,9
Cc1ccc(C)c(NC(=O)COC(=O)c2cccc3c2C(=O)c2ccccc2C3=O)c1,-3,37,1.2,-3.9,20,10,1.6,-10,97,4,-45
O=C(CSc1nnc(Cc2ccccc2)o1)NC1CC2CCC1C2 (stereo unspecified),-14,16,-2.0,0.7,34,-2.4,0.7,5,106,-2,14
Cc1cccc2sc(NS(=O)(=O)c3ccccc3)nc12,5,-23,3.7,-1.3,17,-1.5,1.5,-3,105,5,8
COc1ccc(NS(=O)(=O)c2ccc(C)c(C(=O)N(C)Cc3ccc(OC)cc3OC)c2)cc1,9,3,4.2,3.4,-10,0.7,1.2,-1,99,0,-5
Cc1ccc(C(=O)N/C(=C/c2ccccc2)C(=O)NCC2CCCO2)cc1 (stereo unspecified),2,-11,1.0,-3.7,399*,-1.7,3.0,11,111,6,9
OCCN1CCN(CCOc2ccccc2-c2ccccc2)CC1,0,6,-0.7,-0.8,-5,0.8,2.0,2,100,4,-4
Cc1cc(OC(C)C(=O)NC2CCN(Cc3ccccc3)CC2)c2c(C)cc(=O)oc2c1 (stereo unspecified),-9,31,1.6,-0.8,2,-1.4,.,-19,97,-4,7
CCOC(=O)C1=NNC2(CC(=O)N(c3cc(C)cc(C)c3)C2=O)C1 (stereo unspecified),2,-2,-0.1,-2.6,111,-1.0,6.4,-13,116,0,5
O=C(Cn1nnc(-c2ccccc2NC(=O)c2ccco2)n1)NC1CCCCC1,-2,9,-0.6,1.6,258,-0.2,0.8,-11,100,1,1
C=CCNC(=O)c1ccccc1NC(=O)C1COc2ccccc2O1 (stereo unspecified),3,10,-1.7,-2.3,-2,1.9,4.3,-10,98,4,-9
Cc1ccc(/C=C/c2ccc(=O)n(Cc3ccc(Cl)cc3Cl)n2)cc1,-5,-23,2.2,-1.3,-15,-4.0,-1.1,-24,.,10,17
CCCn1c(Cc2ccccc2)nnc1SCC(=O)N1CCOCC1,2,14,-0.4,2.8,422,-0.1,1.2,-7,98,2,1
COc1ccc(NC(=O)CSc2nn3c(=O)c(C)nnc3s2)cc1,-4,5,-0.1,-2.2,13,-2.8,2.7,11,.,-3,16
C[C@@H](NC(=O)Cn1cnc2c(NCc3ccccc3)ncnc21)c1cccc2ccccc12,3,-23,0.2,1.2,.,.,2.9,.,96,.,.
CCCC12CN3CC(C)(CN(C1)C31CCCCC1)C2=O,-9,16,0.8,0.8,98,-1.0,0.7,13,80,-5,5
O=C(Oc1ccccc1)c1cccc(N2C(=O)CCC2=O)c1,-7,-23,0.8,-1.1,-3,1.1,1.7,4,96,2,-6
O=C(Nc1ccccc1)c1cccc(Cn2cc(C(F)(F)F)ccc2=O)c1,-7,7,-0.1,-0.2,-10,0.7,0.1,-24,119,-2,-4
# Next records.
SMILES,PKA-R1A act,PfHsp90 yeast 2,AddAB inh,Ecoli viability,Mot1-301 SUMO,OPRM1-OPRD1 ag,phage Ecoli inh,HTR5A inv ag,Pemphigus Ab inh,HTR5A ag,MOR-DOR inv ag
Cc1ccc(S(=O)(=O)NCC(c2ccccc2)N2CCN(c3ccc(F)cc3)CC2)cc1 (stereo unspecified),-18,5,.,.,.,0.8,2.7,-26,107,7,-4
O=C(CC1C(=O)NCCN1CC1CCCCC1)NCc1ccccc1Cl (stereo unspecified),-2,-4,0.2,2.8,-4,0.4,1.3,5,122,0,-3
O=S(=O)(c1ccc2ccccc2c1)N1CCc2ccccc21,-8,25,.,.,-4,0.0,3.2,0,120,0,0
CN(C)C(=O)c1ccc(-c2cc(C(F)(F)F)nn2C)s1,.,.,7.9,3.2,-3,.,2.3,.,93,.,.
COc1ccc2c(c1)OC[C@H]1[C@H]2N2C(=O)c3cc(F)ccc3NC(=O)[C@@]2(C)[C@H]1c1ccccc1,-5,-11,0.2,-1.1,+,2.8,1.8,-6,.,1,-16
Cc1nc2nc(NCc3cccs3)nn2c(C)c1Cl,-2,.,0.2,-2.3,-24,-3.5,1.2,-9,98,-1,18
CC(C)n1c(SCC(=O)NC2CCCCC2)nnc1-c1ccco1,3,21,4.0,1.8,13,0.9,0.5,-8,116,1,-8
CN1CCN(C(=O)CSc2nnc(COc3ccc(Cl)cc3)o2)CC1,-4,14,-0.3,-1.2,241,2.8,2.9,-19,125,2,-23
O=P1(O)C=C(c2ccccc2)OC(c2ccccc2)=C1,1,-13,1.1,-4.4,-26,-2.2,0.9,-3,100,-2,11
COc1ccccc1N1CCN(C2CCCN(Cc3cc(F)cc(F)c3)C2)CC1 (stereo unspecified),-9,4,-1.2,-0.1,11,-2.0,1.6,-2,91,0,9
CCCCc1ccc(Nc2nc(N3CCOCC3)nc(N3CCOCC3)n2)cc1,2,-17,3.0,-2.0,12,-1.3,-0.4,4,123,-1,6
COc1ccc(S(=O)(=O)N2CCN(Cc3ccco3)CC2)cc1,5,-26,1.8,-2.1,-11,-1.1,0.4,7,109,3,6
Cc1ccc(S(=O)(=O)c2c(C)nn(C(C)(C)C)c2OC(=O)CC(C)C)cc1,-6,-30,-1.3,0.8,4,3.5,2.5,8,105,-3,-19
O=C(c1ccc(Cl)c(S(=O)(=O)NCc2ccccc2)c1)N1CCN(c2ccccn2)CC1,-1,-6,1.6,-0.1,-14,-0.4,.,-45,104,21*,2
